Compound activity deposited in PubChem by National Center for Advancing Translational Sciences (NCATS).
FBPA coupling cs: qHTS Assay for Inhibitors of Fructose-1,6-bisphosphate Aldolase from Giardia Lamblia: Coupling assay counterscreen; AID 2472, 2010; activity change, negative = inhibition, % at 58.2 µM, hits read low; hit rate 0.67% among 290,000; coupling enzyme system counterscreen, AmpLite Red fluorescence; in the data active = activity change below about -30%; also: % is scaled to controls: 0 for no effect and ±100 for the full control effect
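Final compound at 57.5 uM, incubated 10 min at RT with coupling enzyme reagent (glyceraldehyde-3-phosphate), then 20 min with substrate and AmpLite Red detection. Fluorescence read at 525/598 nm; tests interference with the coupling assay, not aldolase inhibition.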
KCNH2 WT inh: qHTS for Inhibitors of KCHN2 3.1: Wildtype qHTS | U2OS, BacMam KCNH2, thallium flux FluxOr; hits give low values | activity change, % at 1.84 µM | hit rate 0.37% among 340,000 | Voltage-gated inwardly rectifying potassium channel KCNH2 (Homo sapiens), Q12809;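 active = maximum activity change below -70%; inconclusive = maximum activity change between -70% and -50%; inactive = maximum activity change above -50%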; also: % is scaled to controls: 0 for no effect and ±100 for the full control effect
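U2OS cells transduced with wild-type KCNH2 virus are loaded with FluxOr dye for 45 min, and thallium flux is measured in kinetic reads before and after stimulation buffer. Rate constants are normalized to DMSO controls.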
Integrin act MD: qHTS for Activators of Integrin-Mediated Alleviation for Muscular Dystrophy; AID 624291, 2012; alpha7betagal myoblasts, beta-gal FDG fluorescence, 48 h; hit rate 0.064% among 350,000; Potency, µM (doses to about 38.3 µM), for inactives: at the highest dose activation, actives largely listed as activators;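 also: potency is read from the fitted curve at half-maximal effect; 100% = response of the positive control SU9516; nearly all actives have a fitted effect of over 60% in size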
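alpha7betagal+/- myoblasts (passage 13, 250/well) treated 48 h at 37C with compounds at 1:260 dilution of DMSO stock. Lysed, then beta-galactosidase activity read as FDG fluorescence (ex 480/em 540) after 30 min, with pre-read for autofluorescence.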
AT treatment: qHTS Assay for Identifying a Potential Treatment of Ataxia-Telangiectasia. […] A-T fibroblasts, KAP-1 phosphorylation AlphaLISA; neocarzinostatin DNA damage 30 min before lysis. Potency, µM (series often up to 57.5 µM), without a hit: top-dose activation, hits mostly activators. hit rate 0.19% among 320,000. AID 485349, 2010; also: potency is read from the fitted curve at half-maximal effect; % of control where 0% means no effect; nearly all actives have a fitted effect of over 45% in size
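hTERT-immortalized A-T patient fibroblasts ([…]), 500 cells/well in OPTI-MEM, 1% FBS, got compounds for 60 min, then NCS for 30 min at 37C. Lysates were then assayed for phospho-KAP-1 by AlphaLISA (anti-pKAP1 donor, anti-KAP1 acceptor beads), 6 hr at 25C.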
MLL CXXC-DNA inh: qHTS Fluorescence Polarization Assay for Inhibitors of MLL CXXC domain - DNA interaction. hit rate 0.037% among 290,000. Histone-lysine N-methyltransferase 2A (Homo sapiens), Q03164. MLL-CXXC / FITC-HOXA9 DNA fluorescence polarization. Potency, µM (highest dose often 115 µM), for inactives: top-dose activity change, negative = inhibition, hits mostly inhibitors; active = well fitted inhibition curve with a large enough effect in the polarisation, with a control signal flat, not every such curve was filed as active; inconclusive = small, poorly fitted or top-dose-only effect, or effect the other way, or a change in a side signal; inactive = no such curve, though single readings can be large or run the other way; the % refers to the polarisation; also: potency is read from the fitted curve at half-maximal effect
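Fluorescence polarization: 7 uM MLL-CXXC (stock) preincubated 5 min with compounds, then 50 nM fluorescein-HOX-A9 DNA (stock) added; 30 min ambient. Buffer 50 mM Tris-HCl pH 7.5, 50 mM NaCl, 1 mM DTT, 0.05% BSA.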
KCNH2 3.1 block: qHTS for Inhibitors of KCHN2 3.1: Mutant qHTS | U2OS KCNH2 3.1, thallium flux FluxOr; hits give low values | activity change, % (tested at about 1.8 µM) | hit rate 0.95% among 340,000 | AID 720553, 2013;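 active = maximum activity change below -70%; inconclusive = maximum activity change from -70% to -50%; inactive = maximum activity change above -50%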;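 also: thallium influx rate constant from kinetic fluorescence after stimulation buffer; % is scaled to controls: 0 for no effect and ±100 for the full control effect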
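Normalized rate constant (relative to positive and negative DMSO controls) derived from a 2 min kinetic fluorescence read after stimulation; U2OS cells expressing the 3.1 isoform via virus at 1.77 x 10^8 /mL.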
MBNL1-CUG inh: qHTS Assay for Inhibitors of MBNL1-poly(CUG) RNA binding | Muscleblind-like protein 1 (Homo sapiens), Q9NR56 | TR-FRET MBNL1-His/biotin-(CUG)12 binding, 665/545 ratio | Potency, µM (top dose mostly 57.5 µM), without a hit: top-dose activity change, negative = inhibition, hits mostly inhibitors | hit rate 0.036% among 280,000 | AID 2675, 2010; active = well fitted inhibition curve with a large enough effect in the signal ratio, with a control signal flat, not every such curve was filed as active; inconclusive = small, poorly fitted or top-dose-only effect, or effect the other way, or a change in a side signal; inactive = no such curve, though single readings can be large or run the other way; the % refers to the signal ratio; also: potency is read from the fitted curve at half-maximal effect; % is scaled to controls: 0 for no effect and ±100 for the full control effect
Target sequence (Q9NR56 whole entry, looked up): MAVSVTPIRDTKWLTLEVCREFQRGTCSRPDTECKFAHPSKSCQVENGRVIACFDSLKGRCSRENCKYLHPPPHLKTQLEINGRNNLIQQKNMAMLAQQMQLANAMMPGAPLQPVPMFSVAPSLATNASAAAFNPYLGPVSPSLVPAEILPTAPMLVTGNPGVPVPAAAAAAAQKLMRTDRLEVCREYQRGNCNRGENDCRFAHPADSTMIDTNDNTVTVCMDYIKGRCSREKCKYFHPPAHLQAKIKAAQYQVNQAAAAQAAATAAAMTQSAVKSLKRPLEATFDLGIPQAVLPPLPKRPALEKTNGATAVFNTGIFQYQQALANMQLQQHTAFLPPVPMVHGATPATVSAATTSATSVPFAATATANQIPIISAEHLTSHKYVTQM
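TR-FRET readout: Ex 340 nm, 665/545 nm emission ratio, normalized to buffer-only (basal) and MBNL1-(CUG)12 controls. Complex of MBNL1-His with Biotin-(CUG)12, compounds 92 nM–58 uM, incubated 60 min at room temperature.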
S-ASM inh: Inhibitors of Secretory Acid Sphingomyelinase (S-ASM): qHTS; Sphingomyelin phosphodiesterase (Homo sapiens), P17405; placental ASM, HMU-PC fluorogenic substrate, 60 min; Potency, µM (doses to about 57.5 µM), inactives show at the top dose activity change, negative = inhibition, actives largely listed as inhibitors; hit rate 0.006% among 340,000; also: potency is read from the fitted curve at half-maximal effect
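Human placenta-derived ASM enzyme was preincubated with compound for 10 minutes at room temperature, then given fluorogenic substrate HMU-PC0 (9 uM final) for 60 minutes at 37 °C; a pH 10 stop preceded fluorescence reading at Ex 386/Em 447 nm.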
GALK inh: qHTS Assay for Inhibitors of Human Galactokinase (GALK); P51570; Purified GALK, Kinase-Glo residual ATP luminescence; Potency, µM (top dose mostly 57.5 µM), inactives show top-dose activity change, negative = inhibition, usual class: inhibitors; hit rate 0.007% among 270,000; also: potency is read from the fitted curve at half-maximal effect; % is scaled to controls: 0 for no effect and ±100 for the full control effect
Target sequence (P51570 whole entry, looked up): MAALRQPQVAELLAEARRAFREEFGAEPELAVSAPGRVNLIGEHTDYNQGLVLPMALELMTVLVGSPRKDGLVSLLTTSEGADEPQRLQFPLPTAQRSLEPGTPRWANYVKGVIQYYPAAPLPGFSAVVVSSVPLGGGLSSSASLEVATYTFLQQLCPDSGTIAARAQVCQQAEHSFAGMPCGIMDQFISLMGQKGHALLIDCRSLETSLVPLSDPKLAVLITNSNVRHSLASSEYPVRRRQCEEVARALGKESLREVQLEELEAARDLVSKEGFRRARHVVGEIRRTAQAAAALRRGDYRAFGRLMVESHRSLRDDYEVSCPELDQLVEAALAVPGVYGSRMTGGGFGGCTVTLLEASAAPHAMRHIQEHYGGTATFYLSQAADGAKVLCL
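Compounds were pin-transferred into ATP buffer (35 uM final), then GALK plus galactose (5 nM, 100 uM final) was added. After 1 h at room temperature, Kinase-Glo Plus was added and luminescence read after 10 min.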
TRPV1 ag: HTS Assay for Compounds that Act as Agonists of the Vanilloid Receptor 1; activation, % at 8.33 µM; hit rate 0.19% among 320,000; Transient receptor potential cation channel subfamily V member 1 (Homo sapiens), Q8NER1; TRPV1-expressing cells, Fluo-8 calcium influx, agonist mode; in the data active = activation above about 80%; inconclusive = between about 30% and that limit; also: 0% is about no effect
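Cells expressing TRPV1 were dye-loaded with Fluo-8 and read kinetically: 10 s baseline, 3 min after compound (agonist portion), then 2 min after EC20 capsaicin (allosteric enhancer portion). Calcium-bound dye fluorescence at 480/520 nm.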
* hit, by the source's call; ? = inconclusive; . = no result given; & = joins results of further samples; [ ] = remark or other dose. Unless noted, calls follow the shape of the dose curve; as a rule, active = well fitted curve in the direction sought with a large enough effect; inconclusive = small, poorly fitted or top-dose-only effect, or another doubt; inactive = no such curve, though single readings can be large; an effect the other way counts as inactive or inconclusive. Hits appear at their usual frequency (roughly 2% active in at least one column).

SMILES	FBPA coupling cs	KCNH2 WT inh	Integrin act MD	AT treatment	MLL CXXC-DNA inh	KCNH2 3.1 block	MBNL1-CUG inh	S-ASM inh	GALK inh	TRPV1 ag
CN1C(=S)N(c2ccccc2)C(=O)/C1=C/c1cccs1	-2	1	21%	-3%	2%	5	.	0%	1%	9
Cc1ccc(C)c(NS(=O)(=O)c2cc(C(N)=O)ccc2C)c1	-4	-5	-12%	12%	-12%	4	6%	-2%	-2%	-7
COCCNC(=O)c1cnn2c(C(F)F)cc(-c3ccc(C)cc3)nc12	1	-4	-6%	3%	-4%	2	9%	107%[activator]	0%	?
COc1cccc(CN(C)C(=O)c2cc(S(=O)(=O)N3CCCCCC3)ccc2OC)c1	.	-4	24%	5%	.	19	.	-3%	.	10
O=C(OCc1nnc(-c2ccc(Br)cc2)o1)c1cncc(Br)c1	1	0	-19%	-1%	?	-18	3%	-4%	3%	2
CCN(CC)S(=O)(=O)c1ccc(N2CCCC2)c(NS(=O)(=O)c2ccc(F)cc2)c1	3	-5	18%	-3%	1%	-14	.	-2%	1%	18
Cc1c(Cl)cccc1NCC(=O)NN=C1CCCC1	-5	1	-20%	1%	-12%	1	-13%	4%	0%	12
CC(C)c1ccc(NC(=S)NN(c2ccccc2)c2ccccc2)cc1	-6	-9	?	5%	6%	-26	-6%	-3%	1%	-5
Cc1cc(C)cc(NC(=O)NCC2CCN(Cc3cc(C)ccc3C)CC2)c1	1	38	-4%	-3%	-3%	-13	-3%	0%	2%	0
CCCN(CCC)C(=O)C1CCCN(S(=O)(=O)c2ccc3c(c2)oc(=O)n3C)C1 (configuration not stated)	-1	-17	8%	0%	10%	-16	-3%	2%	-2%	18
COc1ccc(C(=O)OCc2c(-c3cccc(OC)c3)ncc3ccccc23)cc1	.	2	-13%	3%	.	0	.	-11%	.	16
Clc1ccccc1-c1ccc(CN2CCN(c3ccccc3)CC2)o1	2	1	-1%	10%	15%	-9	1%	-2%	1%	3
CCc1c(C)nc(N)n2c(SCC(=O)NC3CCCCC3)nnc12	-3	7	6%	16%	-7%	-24	-2%	-4%	1%	2
CN(CC(=O)Nc1ccccc1Br)c1ncnc2sccc12	0	-17	6%	1%	1%	9	-2%	8%	-3%	4
CC(C)c1ncc(C(O)c2cccc3ccccc23)n1C (configuration not stated)	1	-16	-4%	2%	0%	-26	-1%	4%	2%	1
CCCCOc1ccc(C(CC(=O)NC)C(=O)O)cc1 (configuration not stated)	3	-8	2%	1%	3%	19	0%	3%	2%	0
Cc1cccc(C)c1NC(=O)COc1ccc2c(C)c(Cc3ccccc3)c(=O)oc2c1	1	-12	-8%	1%	0%	-11	22%	8%	2%	3
C[C@H](NC(=O)c1nc[nH]c1C(=O)N[C@H](C)c1ccccc1)C(=O)OC(C)(C)C	0	.	-1%	-5%	-15%	.	-3%	-1%	-2%	?
O=C(Cc1ccc(S(=O)(=O)N2CCOCC2)s1)Nc1ccccc1N1CCCC1	-4	-8	-30%	2%	-6%	17	25%	14%	3%	-1
CCOc1ccc(NC(=O)c2nccnc2CO)cc1	2	8	-18%	0%	3%	-11	-16%	3%	0%	12
Cc1cc(C)c(C)c(OCCCCN(C)Cc2ccccc2)c1	2	5	0%	28%	13%	-6	-6%	0%	9%	4
COC(=O)c1ccc(C23CC4(C2)[C@H](CN(Cc2cccnc2)[C@@H]4c2ccccc2)C3c2ccc(C(F)(F)F)cc2)cc1 (some centres not stated)	-4&0	-3	8%	3%	3%	-4	3%	-7%	1%	-1
CCOc1ccc(CCNC(=O)CSc2nn(-c3ccc(C)c(Cl)c3)c(=S)s2)cc1OCC	0	-20	-1%	-4%	5%	0	4%	-3%	0%	25
COc1ccc(-c2cc([C@H]3[C@H]4C=CC[C@@H](C)[C@@H]4C(=O)N3Cc3ccccc3)ccc2F)cc1	1	-8	-16%	13%	2%	10	-5%	?	1%	15
COc1ccc(CNC(=O)C2CCN(S(C)(=O)=O)CC2)c(OC)c1	0	-4	?	-2%	-1%	4	2%	3%	4%	-1
Cc1cccc(OCCOc2ccc(/C=N/NC(=O)Cc3nnc(N)s3)cc2)c1	0	.	.	-10%	28%	.	-13%	.	1%	2
Cc1noc(C)c1C(=O)Nc1ccc(S(=O)(=O)N2CCC(C)CC2)cc1	.	4	-28%	2%	.	1	.	-3%	.	3
CC(/C=N/n1c(-c2ccc(Cl)cc2)n[nH]c1=S)=C\c1ccco1	0	1	5%	-1%	9%	6	20%	-6%	-1%	1
Cc1ccc(S(=O)(=O)N/N=C/c2cc(Br)c(C)o2)cc1	8	1	-41%[inhibitor]	4%	-1%	4	10%	-1%	0%	6
C=CCn1c(Cc2cccs2)nnc1SCC(=O)Nc1cc(OC)cc(OC)c1	3	-6	-11%	3%	3%	5	4%	-2%	1%	-2

A different layout for 2 compounds above.
SMILES,FBPA coupling cs,KCNH2 WT inh,Integrin act MD,AT treatment,MLL CXXC-DNA inh,KCNH2 3.1 block,MBNL1-CUG inh,S-ASM inh,GALK inh,TRPV1 ag
O=C(Cc1ccc(S(=O)(=O)N2CCOCC2)s1)Nc1ccccc1N1CCCC1,-4,-8,-30%,2%,-6%,17,25%,14%,3%,-1
CCOc1ccc(NC(=O)c2nccnc2CO)cc1,2,8,-18%,0%,3%,-11,-16%,3%,0%,12

Reprinted from the results shown (10 entries):
SMILES	FBPA coupling cs	KCNH2 WT inh	Integrin act MD	AT treatment	MLL CXXC-DNA inh	KCNH2 3.1 block	MBNL1-CUG inh	S-ASM inh	GALK inh	TRPV1 ag
Cc1cc(C)c(C)c(OCCCCN(C)Cc2ccccc2)c1	2	5	0%	28%	13%	-6	-6%	0%	9%	4
COC(=O)c1ccc(C23CC4(C2)[C@H](CN(Cc2cccnc2)[C@@H]4c2ccccc2)C3c2ccc(C(F)(F)F)cc2)cc1 (some centres not stated)	-4&0	-3	8%	3%	3%	-4	3%	-7%	1%	-1
CCOc1ccc(CCNC(=O)CSc2nn(-c3ccc(C)c(Cl)c3)c(=S)s2)cc1OCC	0	-20	-1%	-4%	5%	0	4%	-3%	0%	25
COc1ccc(-c2cc([C@H]3[C@H]4C=CC[C@@H](C)[C@@H]4C(=O)N3Cc3ccccc3)ccc2F)cc1	1	-8	-16%	13%	2%	10	-5%	?	1%	15
COc1ccc(CNC(=O)C2CCN(S(C)(=O)=O)CC2)c(OC)c1	0	-4	?	-2%	-1%	4	2%	3%	4%	-1
Cc1cccc(OCCOc2ccc(/C=N/NC(=O)Cc3nnc(N)s3)cc2)c1	0	.	.	-10%	28%	.	-13%	.	1%	2
Cc1noc(C)c1C(=O)Nc1ccc(S(=O)(=O)N2CCC(C)CC2)cc1	.	4	-28%	2%	.	1	.	-3%	.	3
CC(/C=N/n1c(-c2ccc(Cl)cc2)n[nH]c1=S)=C\c1ccco1	0	1	5%	-1%	9%	6	20%	-6%	-1%	1
Cc1ccc(S(=O)(=O)N/N=C/c2cc(Br)c(C)o2)cc1	8	1	-41%[inhibitor]	4%	-1%	4	10%	-1%	0%	6
C=CCn1c(Cc2cccs2)nnc1SCC(=O)Nc1cc(OC)cc(OC)c1	3	-6	-11%	3%	3%	5	4%	-2%	1%	-2

Other structures follow.
SMILES	FBPA coupling cs	KCNH2 WT inh	Integrin act MD	AT treatment	MLL CXXC-DNA inh	KCNH2 3.1 block	MBNL1-CUG inh	S-ASM inh	GALK inh	TRPV1 ag
CCOc1ccc(/C(O)=C2/C(=O)C(=O)N(c3ccccn3)C2c2ccc(C)cc2)c(C)c1 (configuration not stated)	9	2	5%	-1%	6%	-23	137%[activator]	-4%	10%	-2
COc1cccc(C(=O)N2CCN=C2SCc2cccnc2)c1OC	1	-2	12%	4%	3%	1	4%	11%	1%	1
O=C(c1ccc(CN2CCOCC2)cc1)N1CCN(c2ccccc2F)CC1	-1	-9	16%	-1%	12%	9	2%	-1%	-4%	1
Nn1cnnc1N/N=C/c1ccc(F)cc1	0	-1	-19%	?	20%	-1	4%	-2%	4%	3
